KDM5B inhibitor – KDM5B demethylase inhibition. Q9UGL1. KDM5B demethylase, FDH-coupled NADH fluorescence (FDH is formaldehyde dehydrogenase). Potency, µM (doses to about 57.7 µM), for the others: top-dose activity change, negative = inhibition, actives largely listed as inhibitors. hit rate 2.6% among 220,000. AID 1347165; active = well fitted inhibition curve with a large enough effect; inconclusive = small, poorly fitted or top-dose-only effect; inactive = no such curve, though single readings can be large or run the other way; note: 0% is about no effect; nearly all actives have a fitted effect of over 70% in size
Target sequence (Q9UGL1 whole entry, looked up): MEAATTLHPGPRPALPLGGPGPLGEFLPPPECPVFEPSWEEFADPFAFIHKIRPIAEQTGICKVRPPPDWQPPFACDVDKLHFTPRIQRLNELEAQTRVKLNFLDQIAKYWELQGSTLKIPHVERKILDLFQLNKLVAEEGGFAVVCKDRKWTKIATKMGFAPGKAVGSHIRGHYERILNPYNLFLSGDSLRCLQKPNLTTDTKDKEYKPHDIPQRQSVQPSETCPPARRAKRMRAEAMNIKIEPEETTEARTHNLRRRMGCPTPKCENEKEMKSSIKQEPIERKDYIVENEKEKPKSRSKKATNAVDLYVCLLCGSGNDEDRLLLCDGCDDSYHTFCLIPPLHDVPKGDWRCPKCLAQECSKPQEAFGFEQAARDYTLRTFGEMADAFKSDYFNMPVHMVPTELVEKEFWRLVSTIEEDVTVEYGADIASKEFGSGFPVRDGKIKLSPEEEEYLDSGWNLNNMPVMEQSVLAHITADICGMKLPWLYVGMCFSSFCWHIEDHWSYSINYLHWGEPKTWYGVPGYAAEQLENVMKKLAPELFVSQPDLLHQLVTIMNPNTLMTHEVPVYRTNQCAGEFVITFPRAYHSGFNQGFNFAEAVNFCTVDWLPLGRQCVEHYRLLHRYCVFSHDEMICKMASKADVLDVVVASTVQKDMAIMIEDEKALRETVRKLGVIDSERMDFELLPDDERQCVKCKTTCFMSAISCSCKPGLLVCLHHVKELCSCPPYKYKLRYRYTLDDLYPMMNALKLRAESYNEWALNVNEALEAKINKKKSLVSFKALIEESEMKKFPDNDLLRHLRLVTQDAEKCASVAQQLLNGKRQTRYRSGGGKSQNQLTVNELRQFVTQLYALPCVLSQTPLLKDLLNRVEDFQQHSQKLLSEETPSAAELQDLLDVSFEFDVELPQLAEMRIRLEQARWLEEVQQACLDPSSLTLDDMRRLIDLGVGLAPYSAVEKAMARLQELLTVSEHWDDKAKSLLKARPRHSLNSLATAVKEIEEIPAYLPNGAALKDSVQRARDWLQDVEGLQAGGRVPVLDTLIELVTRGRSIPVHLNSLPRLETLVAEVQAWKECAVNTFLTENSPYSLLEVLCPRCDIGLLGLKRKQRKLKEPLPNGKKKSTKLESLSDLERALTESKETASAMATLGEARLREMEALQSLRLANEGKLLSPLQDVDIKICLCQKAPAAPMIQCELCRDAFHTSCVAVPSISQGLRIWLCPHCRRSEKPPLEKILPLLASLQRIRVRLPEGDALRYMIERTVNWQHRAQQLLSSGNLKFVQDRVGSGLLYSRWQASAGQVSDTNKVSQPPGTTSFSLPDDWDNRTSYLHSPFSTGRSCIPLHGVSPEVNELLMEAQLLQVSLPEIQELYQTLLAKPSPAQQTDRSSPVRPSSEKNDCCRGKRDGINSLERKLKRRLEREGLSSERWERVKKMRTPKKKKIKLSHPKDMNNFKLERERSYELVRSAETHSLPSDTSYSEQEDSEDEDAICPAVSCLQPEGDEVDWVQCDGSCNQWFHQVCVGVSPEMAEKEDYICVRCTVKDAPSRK
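Compound dilutions met 200 nM (final) KDM5BΔAP for 10 min at room temperature before substrate addition. The substrate mix held 12.5 µM H3K4me3 with cofactors 25 µM α-ketoglutarate and 50 µM Fe²⁺. NADH signal gain over 30 min defined activity.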
* = called active by the depositor; u = inconclusive; & = joins results of further samples; [ ] = remark or other dose. Potency is the fitted concentration of half-maximal effect. An excerpt, so the mix of outcomes need not match the whole.

KDM5B inhibitor,mol
u,COc1ccc(CCNC(=O)C2CCN(c3nc(Cl)nc4nc[nH]c34)CC2)cc1OC
8.8%,CCCNC(=O)NC(=O)CN(C)CC(=O)Nc1ccccc1CC
2.1%,CCN(CC)S(=O)(=O)c1ccc2c(c1)nc(SCC(=O)Nc1ccc(F)c(F)c1)n2CC
9.5%,CC1CN(C(=O)c2csc(-c3ccc(C(F)(F)F)cc3)n2)CCCO1 (stereo not given)
19.2%,COC(=O)C1(NC(=O)c2cc(Cl)ccc2Cl)CCCCCC1
0.1%,COc1ccc(-c2csc3nc(-c4ccc(Cl)cc4)oc(=O)c23)cc1
-0.6%,CCN1C(=O)C(Cc2ccc(OC)cc2OC)c2ccccc21 (stereo not given)
-4.5%,CC(C)(C)C(=O)Nc1nnc2n1CCS2
u,Cc1ccsc1C(=O)N1CCc2nn(CC3CC3)c(=O)n2CC1
u,CCOc1ccc(-c2c(C)nn3c(C)c(C(=O)Nc4cccc(Cl)c4C)cnc23)cc1OCC
-11.6%,CCc1ccc(N2CC(c3nc4ccccc4n3CC(=O)N3CCC(C)CC3)CC2=O)cc1 (stereo not given)
12.8%,COC(=O)CCCNC(=O)c1ccccc1CSc1nc2ccccc2o1
22.1%[149 µM],CC(=O)N1Cc2ccccc2CC2(CCCN(Cc3cccnc3)C2)C1 (stereo not given)
12.3%,O=C(CN1CC2CC(C1)[C@H]1CCCC(=O)N1C2)N1CCN(Cc2ccc3c(c2)OCO3)CC1 (stereo not given in full)
11.6%,CC1=C(c2ccc(C(C)C)cc2)S(=O)(=O)N=C1N1CCC(C(=O)Nc2ccc(C)cc2)CC1
16.0%,CCOc1ccc(NC(=O)c2ccc3c(c2)NC(=O)CS3)cc1OC
u,COCCCNC(=O)N1CCCC(c2nc(-c3cccnc3)no2)CCNC(=O)CC1 (stereo not given)
13.7%,O=C(COc1cc(O)c2c(=O)cc(-c3ccccc3)oc2c1)Nc1cccc(O)c1
4.8%,CCCNC(=O)NC(=O)c1cnccc1C(F)(F)F
u,CN1CCCCCC(O)c2cc(C(=O)NCCC3=CCCCC3)ccc21 (stereo not given)
-23.8%,CCCC(=O)Nc1nnc(SCc2cc(=O)n3ccccc3n2)s1
34.7%,O=C(Nc1ccccc1)N1CCn2c(nn(-c3ccc(C(F)(F)F)cc3)c2=O)C1
-4.3%,Cc1ccc(C)c(Sc2ccc(NC(=O)c3ccc(C)c(C)c3)cc2)c1
u,O=S1(=O)C=C(Sc2nn(-c3ccccc3)c(=S)s2)c2ccccc21
0.7%[86.2 µM],CC(=O)N[C@H]1C[C@@H](c2nc(-c3ccc4c(c3)OCO4)no2)N(C)C1
35.1%[86.2 µM],CC(C)NC(=O)NC[C@H]1O[C@@H](CC(=O)NCc2cccnc2)[C@H](O)[C@@H]1O
-15.1%,Cc1ccccc1N(CC(=O)NCCc1ccccc1)C(=O)c1csnn1
44.5%[activator],Cc1nc2ccccc2n1CCC(=O)N1CC[C@H](CO)[C@@H](O)C1
3.2%,Cc1cnc(-c2ccncc2)n1C1CCCN(C(=O)C2(c3ccccc3)CC2)C1 (stereo not given)
0.0%,O=C(CSc1n[nH]c(-c2ccccc2Br)n1)Nc1ccc2c(c1)OCO2

Among those listed so far, these contain two or more sulfur atoms.
KDM5B inhibitor,mol
2.1%,CCN(CC)S(=O)(=O)c1ccc2c(c1)nc(SCC(=O)Nc1ccc(F)c(F)c1)n2CC
-23.8%,CCCC(=O)Nc1nnc(SCc2cc(=O)n3ccccc3n2)s1
u,O=S1(=O)C=C(Sc2nn(-c3ccccc3)c(=S)s2)c2ccccc21

(list continues)
KDM5B inhibitor,mol
12.7%,CCc1ccc(-n2cc(C(=O)N3CCC(NC(=O)OC(C)(C)C)CC3)nn2)cc1
9.4%,C(#CCN1CCCC1)CC(c1ccccc1)c1ccccc1
-22.9%,CNC(=O)N1CCC(C2CCN(C(=O)CCc3ccccc3OC)C2)CC1 (stereo not given)
-8.8%,Cc1cc(C)n(-c2ccc(NC(=O)CC[C@H]3NC(=O)c4ccccc4NC3=O)cc2)n1
-6.0%,Cc1ccc(Cn2c(=O)c3c(nc4n3CCN4c3cc(C)cc(C)c3)n(C)c2=O)cc1
31.6µM*,COc1ncccc1-c1nc(-c2c(C)noc2C)cc2cc(C(C)C)oc12
0.2%,O=C(Nc1cccc(S(=O)(=O)N2CCCC2)c1)c1ccncc1
-9.1%,COc1ccc(C(=O)COC(=O)CCCC(=O)Nc2cc(C(F)(F)F)ccc2Cl)cc1
u,COc1cccc(-c2cc(C(=O)O)c3ccc(C)c(C)c3n2)c1
-32.7%,O=C([C@@H]1C[C@H](Oc2cccnc2)CN1C(=O)NCCc1ccccc1)N1CCOCC1
11.3%,CCCCCCCCSCC(N)=O
-20.5%,Cc1cc(=O)cc(C(=O)N2CCC3(CCCN(C(C)C)C3=O)C2)o1 (stereo not given)
3.0%,O=C(c1ccc(OC2CCN(Cc3c[nH]c4ccccc34)CC2)cc1)N1CCCCC1
u,Cc1ccc(Nc2c(-c3ccsc3)nc3cccc(C)n23)cc1
4.4%,Cc1nnc2sc(-c3ccc(CNC(=O)C(C)(C)Oc4ccc(Br)cc4)cc3)nn12
13.4%,COC(=O)c1cc(C)nc2onc(-c3ccc(F)cc3)c12
-13.2%,COC(=O)c1ccc(NC(=O)CN2C(=O)CC(c3ccccc3)Sc3ccccc32)cc1 (stereo not given)
-22.2%,Cc1nnc2ccc(N3CCC(C)CC3)nn12
u,CCN1CC2(CCN(C(=O)c3cc4c(nc3OC)CCC4)CC2)OC1=O
-23.5%,Cc1nc(CN2CCCC(c3[nH]ncc3Cc3ccccc3)C2)co1 (stereo not given)
11.4%,Cc1cc(Cl)ccc1OCC(=O)N(Cc1sccc1C)CC1CCCO1 (stereo not given)
14.0%,COc1cc(OC)cc(C(=O)NCC2CCCN(C(=O)C3=C(C)OCCO3)C2)c1 (stereo not given)
0.4%,CCCN(CC1CCOC1)C(=O)Nc1cc(F)c(F)c(F)c1 (stereo not given)
20µM*,CC(=O)N1C[C@@H]2CCCN3CCC[C@@H]([C@H]23)[C@H]1CCCC(=O)N(C)C
-10.0%,Cc1ccccc1CC(=O)N1CCC[C@H]1c1nc(-c2ccc(F)cc2)no1
11.4%,CCC(=O)c1c[nH]c(C(=O)NCc2cccc(C(F)(F)F)c2)c1
3.9%,COc1cc(OC)c(OC)cc1/C=C/C(=O)c1ccc(OC(F)F)c(OC)c1
-2.0%,CCC(=O)N1CCN(c2nc3c(C)cccc3s2)CC1
-1.2%&0.6%,Oc1ccc2c(c1)Oc1ncn3nc(COc4ccccc4)nc3c1C2c1ccccc1 (stereo not given)
-10.6%,CCOc1ccc2nc(N3CCCC(C(=O)Nc4cc(Cl)c(OC)cc4OC)C3)sc2c1 (stereo not given)

Arranged by value in KDM5B inhibitor (ascending): 3 from the list above.
KDM5B inhibitor,mol
0.4%,CCCN(CC1CCOC1)C(=O)Nc1cc(F)c(F)c(F)c1 (stereo not given)
3.0%,O=C(c1ccc(OC2CCN(Cc3c[nH]c4ccccc34)CC2)cc1)N1CCCCC1
11.4%,Cc1cc(Cl)ccc1OCC(=O)N(Cc1sccc1C)CC1CCCO1 (stereo not given)

Quoted at random: 2 compounds from above, in no set order.
KDM5B inhibitor,mol
-22.2%,Cc1nnc2ccc(N3CCC(C)CC3)nn12
14.0%,COc1cc(OC)cc(C(=O)NCC2CCCN(C(=O)C3=C(C)OCCO3)C2)c1 (stereo not given)

Further records
KDM5B inhibitor,mol
11.6%,CN1CCC(OC2CCN(S(=O)(=O)c3ccccc3F)CC2)CC1
-5.4%[86.2 µM],O=C(C[C@@H]1O[C@H](CNC(=O)Nc2ccccc2)[C@@H](O)[C@H]1O)NCc1cccnc1
3.0%[86.2 µM],O=C(Nc1cccc2ccccc12)O[C@@H]1CO[C@H]2[C@@H]1OC[C@@H]2NC(=O)C1CCC1
-28.0%[149 µM],CCNc1ncnc2c1CN(C1CCCNCC1)C(=O)CN2C (stereo not given)
15.8µM*,COc1ccc(-c2ccnc3nc(-c4ccco4)nn23)c(F)c1
19.6%,COc1cc(NC(=O)c2cc3c(=O)oc4ccc(C)cc4c3s2)cc(OC)c1OC
-27.3%,O=C(NCCCN1CCc2ccccc2C1)c1ccccc1C(F)(F)F
6.7%,COc1ccc(C(C)=O)cc1COC(=O)c1cccc(Br)c1
-12.5%,Cc1nc(-c2ccc(C)c(S(=O)(=O)N3CCCCCC3)c2)cs1
14.5%,COC(=O)CSc1nc2ccccc2c(=O)n1-c1ccccc1OC
16.1%,CC(c1nc2ccccc2s1)N(C)S(=O)(=O)c1ccccc1 (stereo not given)
2.1%,O=C(NC1CCCCC1)N1CCc2nnc(C3CC3)n2CC1
u,COc1ccc(OCC(=O)N(Cc2sccc2C)C2CCS(=O)(=O)C2)cc1 (stereo not given)
u,CCN(CC)CCN(C(=O)c1ccco1)c1nc2cc(C)cc(C)c2s1
-9.7%,O=C(NCc1nc(-c2ccc(Cl)cc2)no1)c1cc2ccccc2o1
14.6%,CC1CCC(NC(=O)c2ccc(Cl)nc2)CC1 (stereo not given)
-28.5%,Cc1ccc(NC(=O)CN2C(=O)CCc3cc(S(=O)(=O)N4CCOCC4)ccc32)cc1N(C)C
-14.2%[86.2 µM],Cc1oc(C(O)c2ccccc2)nc1C(=O)Nc1ccc2c(c1)NC(=O)CO2 (stereo not given)
17.4%,CC(Sc1ncnc2nc[nH]c12)C(=O)NCCc1c[nH]c2ccc(F)cc12 (stereo not given)
24.2%,O=C(c1ccccc1)N1CCN(C(=O)c2ccc3c(c2)OCO3)CC1
2.8%,O=C(NCCN1CCCCCC1)c1n[nH]c(=O)c2ccccc12
-6.3%,O=C([C@@H]1C[C@H](F)CN1S(=O)(=O)c1ccc(F)cc1)N1CCc2ccccc2C1
-11.6%,CCC(C)NC(=O)CC1Sc2ncccc2N(C)C1=O (stereo not given)
26.1%,COc1ccccc1OCc1nc(C#N)c(N2CCN(C)CC2)o1
-4.1%,CCc1ccc(N2C(=O)CC(N3CCN(c4ccccn4)CC3)C2=O)cc1 (stereo not given)
u,COc1cccc(CNS(=O)(=O)c2cc3[nH]c(=O)c(=O)[nH]c3cc2C)c1
14.6%,CC(Sc1nc2ccccc2s1)C(=O)NC1(C#N)CCCCC1 (stereo not given)
u,C1CC(C2CCN(C3CCOCC3)CC2)CN1 (stereo not given)
-1.6%,O=C(CSc1nc2ccccc2n1C(F)F)c1ccc(F)cc1F
9.6%,Cc1ccc(C(=O)C(C#N)C(=O)NC2CCCCC2)cc1C (stereo not given)
u,CC1CCN(C(=O)c2cc3c(=O)n(C)c4ccccc4c3s2)CC1
u,CNC(=O)CCn1ncc2cc(OCc3ccccc3-c3ccc(F)cc3C)ccc21
28.4%,Cc1cc(C)cc(C(=O)Nc2ccc(C(=O)N(C)C)cc2)c1
-3.5%,COCCOCc1nc(C2CCCCN2C(=O)NCc2ccccc2)no1 (stereo not given)
-14.4%,COc1ccc(-c2csc(-c3c(N)c(C(=O)c4ccc(OC)c(OC)c4)n4ccccc34)n2)cc1
-8.6%,Cc1cc(C)n(-c2nc3ccccc3nc2Nc2ccc(Cl)c(C(=O)OC(C)C)c2)n1
-50.8%,O=c1c2ccccc2c(=O)n(-c2ccccc2)n1CCCCBr
-26.6%,CCc1nc2ccccc2n2c(-c3ccc(C)cc3)c3c(=O)n(C)c(=O)n(C)c3c12
-0.8%,COc1ccccc1NC(=O)Cn1c(-c2ccccc2)nc(C)cc1=O
1.8%[86.2 µM],COC(=O)[C@H]1CCCN1C(=O)[C@@H]1[C@@H](NC(=O)NC(C)C)CCN1C(=O)c1cccn1C
3.5%,COc1ccccc1C1CC(=O)Nc2nc(-c3ccccc3)[nH]c(=O)c21 (stereo not given)
22.2%,CC(C)NC(=O)CCC(=O)c1ccc2c(c1)CCC2
-12.9%,O=C(CSc1nc(Cl)nc2nc[nH]c12)Nc1ccccc1F
-27.8%[86.2 µM],O[C@@H]1C[C@@H](c2nc(Cc3ccc(F)cc3Cl)no2)N(Cc2cccs2)C1
1.9%,Nc1c(-c2nc(-c3ccccc3Cl)no2)nnn1-c1ccccc1F
23.3%,COc1cc(CCC(=O)Nc2ccc(S(=O)(=O)N3CCOCC3)cc2)cc(OC)c1OC
0.8%[149 µM],Cn1nccc1CN1CCn2c(nnc2-c2ccc(Cl)cc2)C1
u,COc1ccc(/C=N/NC(=O)c2ccc(NC(C)=O)cc2)cc1COc1ccc(F)cc1F
-25.5%,CCOc1ccc(C2=C(C(C)=O)Sc3nnc(C)n3N2C(C)=O)cc1
-12.0%,Cc1ccc(OCC(=O)OCc2cc(=O)n3nc(-c4cccs4)sc3n2)cc1C
-12.5%,CCOc1c(Br)cc(/C=C/C(=O)c2ccc(C#N)cc2)cc1OC
48.3%,Cc1cnccc1CN(C)C(=O)c1cc(COc2ccc(-n3cncn3)cc2)on1
124.1%[activator][86.2 µM],CC(C)NC[C@H]1O[C@H](Cc2cc(CN(C)Cc3ccccc3)on2)CC[C@@H]1O
-20.6%,CN1C(=O)c2ccccc2Sc2ccc(NC(=O)COc3ccc(Cl)cc3)cc21
9.6%[86.2 µM],Cc1ccc2nc3n(c2c1)[C@@H](CNC1CCN(C)CC1)COC3
10.4%,O=C(c1cnn(-c2ccccc2)c1-n1cccc1)N1CCN(c2cccc(Cl)c2)CC1
-17.2%,CCSc1nc2c(c(=O)[nH]c(=O)n2C)n1CCC(C)C
9.6%,Cc1oc2cc(OCC(=O)NCCCO)ccc2c(=O)c1Oc1ccccc1
-13.1%,COc1cc(/C=C(\C#N)c2ccc(Cl)cc2)c(Br)cc1OCc1ccccc1
u,Cn1c(NCCO)nc2c(c1=O)C1(CCCC1)Cc1ccccc1-2
16.9%,CCOC(=O)C(C(C)=O)C(c1ccccc1)C(C(C)=O)C(=O)OCC (stereo not given)

Screening results (PubChem)
